Compound activity from PubChem BioAssay.
bub3: NCI yeast anticancer drug screen, S. cerevisiae bub3 mutant strain; growth inhibition, % at 50 µM; hit rate 9.9% among 78,000;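 note: 0% = growth of vehicle-only cultures of the same strain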
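Steps: expose the mutant yeast strain to compound; grow alongside vehicle-treated cultures; measure growth; express inhibition against the vehicle cultures.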
yeast cln2 rad14: NCI yeast anticancer drug screen, S. cerevisiae cln2 rad14 strain; % growth inhibition at 50 µM; AID 165; hit rate 8.3% among 78,000;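 note: 0% = growth of vehicle-only cultures of the same strain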
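Compounds are applied to the cln2 rad14 yeast strain, and growth is then compared with that of vehicle-treated cultures to give inhibition.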
rad50: NCI yeast anticancer drug screen, S. cerevisiae rad50 strain. % growth inhibition at 50 µM. hit rate 10% among 79,000;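 note: 0% = growth of vehicle-only cultures of the same strain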
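Genetically altered yeast (DNA repair pathway); compound treatment; growth inhibition vs vehicle ctrl.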
yeast mlh1 rad18: NCI yeast anticancer drug screen, S. cerevisiae mlh1 rad18 strain; hit rate 11% among 79,000; growth inhibition, % at 50 µM;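 note: 0% = growth of vehicle-only cultures of the same strain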
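Inhibition values reflect reduced growth of mutant yeast versus vehicle-treated controls following compound exposure; the mutations affect DNA damage repair.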
mec2-1: NCI yeast anticancer drug screen, S. cerevisiae mec2-1 strain. hit rate 9% among 79,000. growth inhibition, % at 50 µM;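 note: 0% = growth of vehicle-only cultures of the same strain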
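Growth inhibition is read against vehicle-treated controls after compound exposure of the mec2-1 yeast strain, which is defective in DNA damage repair or cell cycle control.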
sgs1 mgt1: NCI yeast anticancer drug screen, S. cerevisiae sgs1 mgt1 strain; hit rate 10% among 78,000; % growth inhibition at 50 µM; AID 161;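 note: 0% = growth of vehicle-only cultures of the same strain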
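Growth of a repair-deficient yeast mutant was monitored after compound treatment and expressed as inhibition relative to vehicle-treated cultures.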
* marks the source's active call; other numbers are inactive results; & = joins results of further samples. Cut-off read from the data, not from the text of the source: active = growth inhibition above about 70%; inactive = the rest.

SMILES	bub3	yeast cln2 rad14	rad50	yeast mlh1 rad18	mec2-1	sgs1 mgt1
O=CNc1cc(Cl)c(NC=O)c(Cl)c1	1.1	-14.5	-2.2	-4.7	-20.1	-13.2
CC12C(=O)OC(=O)C1C1C=CC2CC1 (stereo not drawn)	16.6	10.9	-12.4	27.5	19.2	4.2
O=c1cc(C(Br)(Br)Br)[nH]c2ccccc12	4.5	-5.7	19.4	18.0	3.2	9.4
NC(=O)Nc1ccc(/C=C\c2ccnc3ccccc23)cc1	-15.9	-31.9	-19.7	-9.4	2.5	5.0
CN1CCN=C(C(=O)O)C=C1c1ccccc1O	-2.4	-28.2	28.9	11.9	26.7	26.7
CCCC(=O)Nc1cc(/C=C/C(=O)N2C[C@@H]3C[C@]34C2=CC(=O)c2[nH]cc(C)c24)n(C)c1	23.9	32.6	32.0	52.0	29.8	45.9
Cn1c(-c2ccccc2)c(CCNC(=O)C2CCC2)c2ccccc21	79.2*	77.3*	81.2*	75.2*	86.0*	79.2*
CC1C(c2ccccc2)OCCN1C(=S)Nc1ccccc1 (stereo not drawn)	35.2	-16.6	34.9	25.4	34.2	45.6
CC(=O)OCC(OC(C)=O)C(OC(C)=O)C(OC(C)=O)C(S)S (stereo not drawn)	29.9	-4.2	5.2	28.9	50.1	30.1
CC(=O)OC1CCC2(C)C(CCC3C4CC/C(=C/C#N)C4(C)CCC32)C1 (stereo not drawn)	16.1	-5.2	20.9	14.8	-11.7	-5.6
CC(=O)NC(CO)C(=O)O (stereo not drawn)	0.1	-38.2	-26.9	-1.1	-18.9	-16.6
CC[N+](C)(CC)CCOc1nc2c(c(=O)n(C)c(=O)n2C)n1C	-22.5	5.2	-9.5	-2.6	-6.8	-6.0
CC(NC(=O)NC(C)(C)C)NC(=O)C(N)CC(=O)O (stereo not drawn)	12.7	19.4	-51.8	-20.4	-20.1	-25.4
CCCCNC(=O)C1C(=O)N(CCCC)C(=O)/C1=N\N (stereo not drawn)	0.3	56.3	-1.4	12.8	26.4	8.5
COc1ccc(OC)c(NC(=O)C(=O)NNC(=O)c2sc(NNC(C)=O)nc2C)c1	61.0	26.5	66.7	30.8	28.8	47.4
COC1OC(CO)C(OC(=O)Nc2ccccc2)C(OC(=O)Nc2ccccc2)C1O (stereo not drawn)	2.7	-38.1	-16.9	-8.2	-10.7	-1.4
O=C(CCc1nnc2s/c(=C\c3ccccc3[N+](=O)[O-])c(=O)n12)Nc1cc(Cl)c(Cl)cc1Cl	-5.3	-8.8	-34.0	-46.3	-25.9	-19.2
O=C1C(=Cc2ccc(O)cc2)N=C(c2ccccc2)N1n1c(-c2ccccc2)nc2ccccc2c1=O	89.4*	44.9	71.0*	91.8*	38.9	73.2*
N#CCC1(c2ccccc2)CCCC1	6.2	-4.8	20.6	14.7	25.6	17.2
CC1C2CCC3C4CC=C5CC(N(C)C)CCC5(C)C4CCC32CN1C (stereo not drawn)	33.6&18.9&-6.3	30.5&0.1&7.2	-0.1&13.9&-9.7	-7.3&23.6&9.3	-6.2&1.0&-3.8	-3.1&7.6&-8.0
NC(=O)CC(NC(=O)CCl)C(=O)O (stereo not drawn)	-0.3	12.4	-15.0&-12.3	-16.1&-22.4	-8.2&-24.8	2.1
CC(COC(=O)C(c1ccccc1)C1C=CCCC1)CN1CCCC1 (stereo not drawn)	74.5*	86.5*	70.4*	90.3*	46.8	72.8*
CCCCCCCCCC(=O)NC(=S)Nc1ccc(Cl)cc1	54.1	-10.2	1.6	20.1	56.5	49.9
COC(=O)c1c(C)cc(C)cc1OC	-13.1	11.0	5.8	3.5	-0.8	-3.8
CN(C)c1ccccc1CCCCCC(C(N)=O)c1ccccc1 (stereo not drawn)	-13.2	-30.6	-2.6	-3.6	1.9	0.5

(more compounds)
SMILES	bub3	yeast cln2 rad14	rad50	yeast mlh1 rad18	mec2-1	sgs1 mgt1
O=[N+]([O-])C(C(Cl)=C(Cl)Cl)=C(N(Cc1ccccc1)Cc1ccccc1)N(Cc1ccccc1)Cc1ccccc1	19.4	-14.9	17.6	18.1	-3.0	43.4
COc1ccc(C(c2cc3c(cc2O)OCO3)N2CCOCC2)c(OC)c1 (stereo not drawn)	-29.6	-25.9	-75.2	-17.9	-31.1	4.2
O=C1c2ccccc2C(=O)N1CCS(=O)(=O)Cl	9.1	13.5	10.2	21.8	15.3	8.7
COCCC(C)=O	0.6	1.0	1.0	0.3	-3.0	9.4
CCSSC1(C)C(=O)N2CCCC2C(=O)N1C (stereo not drawn)	13.4	-52.1	12.6	5.8	20.6	1.0
CCCCCCCC(N)=O	-11.6	12.4	15.7	-10.3	-28.1	8.4
COc1cc(/C=C2\CC(C)C/C(=C\c3ccc(O)c(OC)c3)C2=O)ccc1O (stereo not drawn)	80.8*	81.6*	74.5*	66.5	83.6*	77.7*
CCN(CC)CCOC1CCCCC1Cc1ccccn1 (stereo not drawn)	-3.6	-25.2	-1.6	5.8	14.8	8.8
c1scc2c1COCCOCCOCCOCCOCCOCCOC2	6.3	5.0	-21.7	-6.9	-14.8	10.4
O=C(O)c1cc(Br)sc1Br	-9.6	0.7	8.8	-15.1	-12.4	-8.8
O/N=C1/CC/C(=N/O)c2ccccc21	-25.4	-2.1	-5.0	5.3	-13.7	-9.2
[N-]=[N+]=Nc1cc(-c2ccccc2)nc2cc3c(cc12)OCO3	-34.2	-16.4	-2.9	-7.2	-8.0	-19.8
O=C1C=CC(=O)C2C3C=CC(CC3)C12 (stereo not drawn)	92.5*	78.2*	47.1	84.6*	43.6	70.1*
CCOC(=O)c1[nH]c(C)c(C(=O)OC(C)(C)C)c1C	-4.7	10.4	4.5	0.5	14.8	0.3
CCOC(=O)[C@H]1Nc2ccc(OC)cc2C2c3ccccc3CC21 (stereo partly drawn)	53.4	57.0	70.0*	60.4	34.1	55.5
C=CCN1C(=O)/C(=C/c2ccccc2OCC(=O)O)SC1=S	2.8	-43.1	-3.4	-1.4	-2.1	0.7
COc1ccc(N=C(C)c2c(O)n(-c3ccccc3)[nH]c2=O)cc1	98.8*	99.1*	98.8*	98.5*	97.5*	99.2*
Cc1nc(N)[nH]c(=O)c1Cc1ccccc1O	-20.9	12.7	-2.8	-13.7	6.1	2.5
Cc1cc(Cc2cc(C)cc(C(C)(C)C)c2O)c(O)c(Cc2cc(C)cc(C(C)(C)C)c2O)c1	-16.9	-26.8	23.6	19.1	-8.8	11.7
c1ccc(-c2nc(-c3nn[nH]n3)c3ccccc3n2)cc1	14.5	-19.6	-1.2	20.8	13.7	2.9
CCOC(=O)C1=NN(c2ccccc2)C(=O)/C1=C\N1CCNC1=S	-12.9	-29.9	-64.2	-37.9	-36.1	-25.2
CCC[CH2][Sn]([CH2]CCC)([O]C(=O)c1cccc(F)c1F)[O][Sn]([CH2]CCC)([CH2]CCC)[O]C(=O)c1cccc(F)c1F	90.0*	88.5*	89.4*	86.0*	91.5*	91.2*
C=CCCCC(C#N)c1ccc2c(c1)OCO2 (stereo not drawn)	-40.6	-82.0	-3.2	-15.2	-14.2	-4.8
C1OCC(C2OCOC2C2OCOC2C2COCO2)O1 (stereo not drawn)	34.9	-8.7	7.8	9.5	20.9	-5.2
CC(=O)Nc1ncccc1C	-12.1	-1.2	-27.7	-3.4	-12.4	-11.5

4 of the compounds above, as labelled records:
O=C1C(=Cc2ccc(O)cc2)N=C(c2ccccc2)N1n1c(-c2ccccc2)nc2ccccc2c1=O
  bub3: 89.4*	yeast cln2 rad14: 44.9	rad50: 71.0*	yeast mlh1 rad18: 91.8*	mec2-1: 38.9	sgs1 mgt1: 73.2*

N#CCC1(c2ccccc2)CCCC1
  bub3: 6.2	yeast cln2 rad14: -4.8	rad50: 20.6	yeast mlh1 rad18: 14.7	mec2-1: 25.6	sgs1 mgt1: 17.2

CC1C2CCC3C4CC=C5CC(N(C)C)CCC5(C)C4CCC32CN1C (stereo not drawn)
  bub3: 33.6&18.9&-6.3	yeast cln2 rad14: 30.5&0.1&7.2	rad50: -0.1&13.9&-9.7	yeast mlh1 rad18: -7.3&23.6&9.3	mec2-1: -6.2&1.0&-3.8	sgs1 mgt1: -3.1&7.6&-8.0

NC(=O)CC(NC(=O)CCl)C(=O)O (stereo not drawn)
  bub3: -0.3	yeast cln2 rad14: 12.4	rad50: -15.0&-12.3	yeast mlh1 rad18: -16.1&-22.4	mec2-1: -8.2&-24.8	sgs1 mgt1: 2.1

Full records, quoted from the list. Values in the order: bub3	yeast cln2 rad14	rad50	yeast mlh1 rad18	mec2-1	sgs1 mgt1
`c1scc2c1COCCOCCOCCOCCOCCOCCOC2` across the screens: 6.3	5.0	-21.7	-6.9	-14.8	10.4
`Cc1cc(Cc2cc(C)cc(C(C)(C)C)c2O)c(O)c(Cc2cc(C)cc(C(C)(C)C)c2O)c1` across the screens: -16.9	-26.8	23.6	19.1	-8.8	11.7

Next section:
SMILES	bub3	yeast cln2 rad14	rad50	yeast mlh1 rad18	mec2-1	sgs1 mgt1
CN(C)c1ccc(C2SCC(=O)N2NS(=O)(=O)c2cccc(C(=O)O)c2)cc1 (stereo not drawn)	-24.6	4.8	5.0	-2.2	-21.2	-10.8
NNC(=O)C(O)C(O)C(O)CO (stereo not drawn)	-26.3	-32.5	1.9	-22.4	-14.7	-46.4
COc1ccccc1-n1c(O)c(N=Nc2ccccc2)c(=O)n(-c2ccc(C)cc2)c1=S	-2.2	-10.8	38.3	12.8	-8.9	66.8
Cc1ccn2nnnc2c1	3.5	1.0	-8.4	-17.6	-11.2	-1.2
Nc1ccc2cccc(N)c2n1	-5.7	5.9	34.5	-0.6	12.2	8.8
CN(C)CC(O)c1ccc(Cl)c2ccccc12 (stereo not drawn)	-8.7	-30.1	4.0	1.8	-20.9	-31.9
CCCCCCCOC(=O)C1(O)CCCCC1	16.8	32.5	6.1	-16.6	1.2	6.7
COc1ccc(-c2cc(=O)c3cccc(CC(=O)O)c3o2)cc1OC	99.3*	98.8*	99.2*	99.2*	99.2*	97.5*
C[C@@H](Oc1ccc(Oc2cnc3ccc(Cl)cc3n2)cc1)C(=O)O	15.2	37.8	15.8	4.0	5.4	4.2
CCCCOC(=O)C(N)Cc1ccccc1 (stereo not drawn)	23.6	-44.5	-20.4	-22.2	-2.3	-5.7
c1ccc(C(CNCCN2CCCCCC2)C2CCCCC2)cc1 (stereo not drawn)	66.5	74.7*	82.5*	87.2*	44.6	89.8*
COC(=O)CC1C(C)(C)C(=O)C2CC3=C4CC(=O)OC(c5ccoc5)C4(C)CCC3C1(C)C2=O (stereo not drawn)	-31.9	-8.3	1.3	16.8	2.4	-20.1
CCCCCCCCCCCCCCSc1ccc2ccccc2c1	-8.7	-20.2	-9.2	-20.3	9.3	-2.7
Cc1nnc(NS(=O)(=O)c2ccc(N=Nc3cc(N=Nc4ccc(S(=O)(=O)Nc5nnc(C)s5)cc4)c4c(NC(=O)C(Cl)Cl)cccc4c3OC(=O)C(Cl)Cl)cc2)s1 (tested in a mixture with another compound)	58.2	65.8	51.8	79.5*	53.6	69.5
CON(C)C(=O)CNC(=O)OCC1c2ccccc2-c2ccccc21	-5.0	2.1	8.0	-29.3	-6.0	5.3
COC1(OC)C2(Cl)C(Cl)=C(Cl)C1(Cl)C1CCCCCC12 (stereo not drawn)	-8.4	-60.7	-5.0	8.2	2.8	1.9
Cc1ccc2nnc(NS(=O)(=O)c3cc(C)c(Cl)cc3S)n2n1	-0.9	-16.9	-30.3	-25.4	-7.8	-24.9
CC12CCC3c4cc(O)ccc4CCC3C1CCC2O (stereo not drawn)	55.4	24.8	50.2	37.0	26.5	58.2
O=C(CC[n+]1ccccc1)Nc1ccc(F)cc1F	33.6	20.9	11.4	17.3	-1.6	26.1
O=C1N2Cc3c4ccc5c3CN3C(=O)N6Cc7c(ccc(c7CN1C6(c1ccccc1)C23c1ccccc1)OCCOCCOc1cc(Br)c(Br)cc1OCCOCCO4)OCCOCCOc1cc(Br)c(Br)cc1OCCOCCO5 (stereo not drawn)	-1.8	18.1	-5.0	-16.4	8.9	-3.5
CCCCSc1n[nH]c(=O)nc1N	-11.6	-11.3	-5.5	3.9	-8.0	-3.1
O=C(O)C1CCCN1Cc1c[nH]c2ccccc12 (stereo not drawn)	-49.0	-8.4	-9.1	1.4	-20.7	-26.2
COc1ccc2c(c1)N(C(C)=O)CN1C(=O)CCC21 (stereo not drawn)	6.8	21.8	-10.4	-66.0	1.2	-1.2
N#CC1=C(Nc2ccccc2)CCC1	2.2	-38.8	5.0	-5.4	-11.6	-0.8
O=C1COC(c2ccccc2O)=NN1Cc1ccccc1	-8.6	-4.8	-14.6	-1.1	-0.3	-5.3
COC(=O)C(NC(=O)C(NC(=O)C(N)C(C)C)C(C)C)C(C)C (stereo not drawn)	-3.4	-11.7	5.3	-9.5	20.6	5.4
O=C(OCC(OC(=O)c1ccccc1)C1OCOC2COCOC21)c1ccccc1 (stereo not drawn)	0.5	-24.2	3.4	11.4	-1.3	-5.6
